Bioassay records from PubChem BioAssay.
Luciferase inh: Firefly luciferase inhibition profiling of diverse chemical library using quantitative high-throughput screening | Potency, µM (series often up to 115 µM), for the others: top-dose activity change, negative = inhibition, most hits filed as inhibitors | purified P. pyralis luciferase, luminescence, biochemical | 76,000 compounds, 2.5% hits; also: potency is read from the fitted curve at half-maximal effect; nearly all actives have a fitted effect of over 65% in size
Target sequence (P08659 whole entry, looked up): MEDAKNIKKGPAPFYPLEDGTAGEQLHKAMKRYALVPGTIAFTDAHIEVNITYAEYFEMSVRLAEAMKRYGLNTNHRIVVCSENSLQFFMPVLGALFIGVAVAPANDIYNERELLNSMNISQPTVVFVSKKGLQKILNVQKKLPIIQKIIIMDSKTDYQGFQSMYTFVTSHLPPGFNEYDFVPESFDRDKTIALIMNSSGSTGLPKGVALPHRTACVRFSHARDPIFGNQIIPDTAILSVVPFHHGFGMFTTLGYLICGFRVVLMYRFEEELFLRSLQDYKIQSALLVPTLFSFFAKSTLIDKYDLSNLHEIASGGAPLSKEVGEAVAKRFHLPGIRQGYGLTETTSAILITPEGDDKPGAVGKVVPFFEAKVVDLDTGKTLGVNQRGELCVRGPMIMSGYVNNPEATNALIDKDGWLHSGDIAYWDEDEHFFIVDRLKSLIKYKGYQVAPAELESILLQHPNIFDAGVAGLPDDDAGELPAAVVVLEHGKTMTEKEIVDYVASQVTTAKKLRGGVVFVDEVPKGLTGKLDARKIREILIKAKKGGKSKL
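FLuc 10nM, D-luciferin 10uM, ATP 10uM, Mg acetate 10mM, Tris acetate pH 7.5, Tween/BSA; cpd qHTS; enzyme added last; CCD luminescence.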
GPT2 inh: Primary qHTS assay for inhibitors of Glutamate pyruvate transaminase 2 (GPT2). AID 1671188, 2021. Recombinant GPT2, coupled pyruvate oxidase/HRP Amplex Red fluorescence. Potency, µM (titrated, usually from 57.7 µM), for the others: at the highest dose activity change, negative = inhibition, most hits filed as inhibitors. Alanine aminotransferase 2 (Homo sapiens), Q8TD30. 100,000 compounds, 0.25% hits; also: potency is read from the fitted curve at half-maximal effect; nearly all actives have a fitted effect of over 60% in size; many of its hits are not listed in these tables
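Fluorescence read-out: pyruvate from GPT2 turnover coupled to pyruvate oxidase, HRP and Amplex Red (0.2mM ThPP, 0.2U/mL PO and HRP, 50uM Amplex final). Substrates 250uM a-KG, 2mM L-alanine; enzyme 10ng/uL; 30 min RT.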
HEK cytotox: Cytotoxic Profiling in HEK 293 Cell Line of Diverse Libraries Using Quantitative High-Throughput Screening; 94,000 compounds, 6.6% hits; Potency, µM (doses to about 115 µM), for the others: at the top dose activity change, negative = cytotoxicity, hits mostly inhibitors; HEK 293 viability, ATP luminescence (CellTiter-Glo), 48-72 h; AID 1345083, 2018; also: potency is read from the fitted curve at half-maximal effect; nearly all actives have a fitted effect of over 60% in size
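Viability of HEK 293 cells, plated at 250 cells/well, was judged by cellular ATP after compound treatment for 48 or 72 hr. Luminescence was imaged 10 min after CellTiter-Glo addition at room temperature.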
SNCA expr inhib: Primary qHTS assay for inhibitors of alpha-synuclein gene (SNCA) expression. HEK-293 SNCA-luciferase knock-in, luminescence, 24 h. Potency, µM (highest dose often 57.2 µM), for the others: at the highest dose activity change, negative = inhibition, usual class: inhibitors. 140,000 compounds, 0.17% hits. AID 1671194, 2021;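 also: potency is read from the fitted curve at half-maximal effect; plate controls were DMSO cells for no effect and cell-free wells for full effect; nearly all actives have a fitted effect of over 45% in size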
IP6K1 inhibitor: Primary qHTS assay for small molecule inhibitors of Inositol hexaphosphate kinase 1 (IP6K1). IP6K1 kinase, ADP-Glo luminescence, 2 h; hits give low values. 140,000 compounds, 0.81% hits. AID 1645851, 2021. activity change, % (series mostly up to about 58 µM). Inositol hexakisphosphate kinase 1 (Homo sapiens), Q92551; in the data active = activity change below about -25%
Target sequence (Q92551 whole entry, looked up): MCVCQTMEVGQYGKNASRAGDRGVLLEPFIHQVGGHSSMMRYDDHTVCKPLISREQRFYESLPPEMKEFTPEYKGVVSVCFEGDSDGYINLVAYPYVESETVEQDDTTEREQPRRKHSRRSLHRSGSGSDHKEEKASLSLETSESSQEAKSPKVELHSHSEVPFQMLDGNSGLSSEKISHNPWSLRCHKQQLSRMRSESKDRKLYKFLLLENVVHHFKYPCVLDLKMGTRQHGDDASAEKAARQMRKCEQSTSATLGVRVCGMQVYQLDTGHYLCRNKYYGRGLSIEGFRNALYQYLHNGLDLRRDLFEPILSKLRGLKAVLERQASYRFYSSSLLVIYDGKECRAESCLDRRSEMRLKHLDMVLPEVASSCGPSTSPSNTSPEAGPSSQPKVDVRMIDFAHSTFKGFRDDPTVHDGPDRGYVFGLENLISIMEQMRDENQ
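ADP-Glo luminescence measures ADP made by human IP6K1 during a 2 h RT reaction with ATP/IP6 (mix at 1.3 mM/130 uM); top library doses 57.5 and 19.1 uM final.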
SNCA viab count: GF-AFC viability counterscreen for inhibitors of alpha-synuclein gene (SNCA) expression | HEK-293-SNCA-luc viability, GF-AFC fluorescence, 24 h | Potency, µM (highest dose often 57.1 µM), for inactives: at the top dose activity change, negative = cytotoxicity, actives largely listed as cytotoxic | 150,000 compounds, 0.12% hits;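 also: potency is read from the fitted curve at half-maximal effect; 0% = DMSO-treated cells and -100% = medium-only wells without cells; nearly all actives have a fitted effect of over 30% in size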
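Cytotoxicity counterscreen: after 24 h compound treatment of genome-edited SNCA-luciferase HEK-293 cells, live-cell protease substrate GF-AFC read by fluorescence after 30 min; activity scaled between DMSO (0%) and medium-only (-100%), curves Hill-fitted.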
3T3 cytotox: Cytotoxic Profiling in NIH 3T3 Cell Line of Diverse Libraries Using Quantitative High-Throughput Screening. NIH 3T3 viability, CellTiter-Glo ATP luminescence, 48-72 h. 94,000 compounds, 4.3% hits. Potency, µM (highest dose often 96.7 µM), for inactives: at the highest dose activity change, negative = cytotoxicity, usual class: inhibitors. AID 1345082, 2018; also: potency is read from the fitted curve at half-maximal effect; nearly all actives have a fitted effect of over 55% in size
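ATP-dependent luminescence (CellTiter-Glo) served as the viability signal for NIH 3T3 cells treated with compound for 48 or 72 hr at 37 °C.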
Starred values were filed as active, the others as inactive; i = inactive; ? = inconclusive; / = not tested or not shown; [ ] = remark or other dose. Unless noted, calls follow the shape of the dose curve; as a rule, active = well fitted curve in the direction sought with a large enough effect; inconclusive = small, poorly fitted or top-dose-only effect, or another doubt; inactive = no such curve, though single readings can be large; an effect the other way counts as inactive or inconclusive. Unless noted, % is scaled to controls: 0 for no effect and ±100 for the full control effect. A portion of the library; rates above refer to the full screens.

SMILES | Luciferase inh | GPT2 inh | HEK cytotox | SNCA expr inhib | IP6K1 inhibitor | SNCA viab count | 3T3 cytotox
CS(=O)(=O)N1Cc2ccccc2CC2(CCN(Cc3ccncc3)C2)C1 (stereo not drawn) | / | i | -26.5% | 1.3% | -10.0 | 7.1% | -28.9%
CCOc1ccc(CCNC(=O)c2ccc3c(c2)N(Cc2ccccc2)C(=O)c2ccccc2S3=O)cc1OCC (stereo not drawn) | / | / | / | 5.6% | 9.7 | 3.8% | /
CCS(=O)(=O)N1CCCC(c2nc(C(C)C)no2)CCNC(=O)CC1 (stereo not drawn) | 5.9% | 0.1% | -16.1% | -3.1% | 25.0 | 1.6% | -7.7%
CS(=O)(=O)N1CCc2cc(C(=O)Nc3ccc(Cl)c(C(F)(F)F)c3)ccc21 | / | / | / | ? | 0.6 | -20.9% | /
CCN1CCN(C(=O)C2CCN(C(=O)N3CC4CC(C3)[C@H]3CCCC(=O)N3C4)CC2)CC1 (stereo partly drawn) | -2.1% | 1.1% | 10.8% | -16.7% | 29.7 | 4.6% | i
CCC(=O)N1CCc2c(C(=O)NCc3ccncc3)cccc21 | 4.3% | -0.3% | 4.4% | 10.0% | -4.1 | -0.7% | 4.3%
COc1ccc(CN2CCOC[C@H](Oc3ccccc3)C2)cc1 | 5.5%[172 µM] | 1.7%[88.5 µM] | ? | 18.3%[87.6 µM] | 0.0 | 1.4%[87.6 µM] | ?
Cc1nnc2c(N3CCN(c4ccccc4)CC3)nc3ccc(C(=O)c4ccccc4)cc3n12 | / | / | / | 16.6% | 12.2 | -26.9% | /
CCCSc1nnc(NC(=O)Cc2coc3cc(C)ccc23)s1 | / | / | / | -23.7% | 34.1 | 10.0% | /
Cn1ncc2c(C(=O)NCc3ccccc3Cl)cc(-c3ccccc3C(F)(F)F)nc21 | / | / | ? | / | -2.7 | / | ?
COC(=O)c1ccc(CN(Cc2ccc(OC)c(OC)c2)S(=O)(=O)c2cc(C(=O)Nc3cccc(C)c3)ccc2F)cc1 | / | / | / | 0.6% | 7.4 | 4.1% | /
CCOC(=O)c1cnc(N2CCN(c3cccc(C)c3C)CC2)c2ccccc12 | / | / | / | -14.5% | 21.7 | -7.5% | /
CCN1C(=O)CN(C(=O)c2ccoc2)CC12CCOCC2 | -6.1% | i | -23.4% | -13.6% | -3.5 | -0.6% | -23.4%
O=C([C@@H]1C[C@H](F)CN1S(=O)(=O)Cc1ccc(Cl)cc1)N1CCCCC1 | -5.5% | 1.9% | ? | -21.4% | -2.8 | -12.2% | -15.6%
O=C(Cc1ccccn1)N1CCc2nc(-c3ccccc3)nc(-c3ccc(Cl)cc3)c2C1 | 6.9% | i | ? | -8.8% | 1.0 | -9.1% | ?
O=C(CCC[C@H]1NC[C@@H]2CC1CN(Cc1ccccc1)C2)NCCCN1CCOCC1 | 8.5% | i | 1.5% | -4.9% | -11.7 | 2.3% | i
C=C(C)C(=O)O[C@H]1[C@H]2C(=C)C(=O)O[C@@H]2C[C@@H](C)[C@@H]2O[C@@H]2C(=O)[C@](C)(O)[C@@H]1OC(=O)C(=C)C | / | ? | / | / | 8.5 | ? | /
CCCn1cc(-c2ccncc2)cc1C(=O)NCc1ccc(C)o1 | -16.9% | -11.8% | 0.5% | ? | 2.7 | 0.4% | -11.7%
COc1ccc(-c2nn(-c3ccccc3)cc2C2NC(=O)NC(C)=C2C(=O)OC(C)C)cc1OC (stereo not drawn) | / | / | / | -1.1% | 16.5 | -8.3% | /
CC(C)(C)c1ccc(OCC(=O)Nc2ccc(C(=O)OC3CCCCC3)cc2)cc1 | / | / | / | -0.2% | 14.4 | 5.3% | /
CC(=O)Nc1c(C)nn(-c2ccccc2)c1N1CCC(C(=O)Nc2ccc(Cl)cc2C)CC1 | / | / | / | 13.8% | -4.9 | 5.4% | /
COc1ccccc1CN1CCn2c(nn(-c3ccc([N+](=O)[O-])cc3)c2=O)C1 | -0.8% | i | ? | -0.2% | 17.9 | -11.5% | ?
COC(=O)c1sccc1S(=O)(=O)N(CC(=O)Nc1ccccc1C)c1ccc(Cl)cc1 | / | / | / | ? | -9.1 | -19.9% | /
Cc1ccc(NC(=O)c2cccc(N(C)C)c2)cc1NC(=O)c1ccc(O)cc1 | / | i | / | 21.8% | / | -4.2% | /
O=C(NCC1CC1)c1cn(C2CN(C(=O)Nc3ccccc3F)C2)nn1 | 0.2% | -0.9% | i | 21.8% | 5.2 | 2.5% | i
COc1ccc(-c2nc3ccccc3n3c(-c4ccccc4)c4c(=O)n(C)c(=O)n(C)c4c23)cc1OC | / | / | / | 0.4% | -11.1 | -8.7% | /
COC(=O)c1cccc(C(=O)N[C@H]2CO[C@H]3[C@@H]2OC[C@H]3OC(=O)Nc2ccc(Oc3ccccc3)cc2)c1 | -2.3% | -2.9% | 10µM* | ? | -4.4 | 0.2% | -8.5%
Cc1cc(C)cc(C(=O)N2CC(=O)Nc3ccc(Br)cc3C2c2ccccc2)c1 (stereo not drawn) | / | / | / | ? | 22.4 | -2.3% | /
CN(Cc1cc(C[C@@H]2C[C@H](NCc3ccccn3)C2(C)C)no1)c1ccccc1 | -16.0%[172 µM] | ? | 56.2µM* | 3.9%[87.6 µM] | 19.4 | -9.2%[87.6 µM] | 79.4µM*
COC(=O)CNC(=O)c1cc(-c2ccc(Cl)cc2Cl)c2cccn2n1 | / | 2.8% | ? | -12.1% | 4.8 | -9.2% | ?
Cn1cc(S(=O)(=O)N2CCCCCC2)cc1C(=O)N1CCN(c2ccc(Cl)cc2)CC1 | / | / | / | 5.9% | -2.6 | -3.3% | /
COc1ccccc1CNC(=O)c1cc2cc(S(=O)(=O)N3CCCCC3)ccc2n1C | / | / | / | -17.3% | 19.5 | 7.5% | /
Cc1cccc(-c2nc(CS(=O)CC(=O)NCc3ccc(Cl)cc3)c(C)o2)c1 (stereo not drawn) | / | / | / | ? | 2.4 | -1.2% | /
CC(C)S(=O)(=O)N1CCC(N(Cc2cccnc2)C2CCOCC2)CC1 | 2.5% | i | -25.9% | -3.5% | 20.1 | 7.2% | ?
COc1ccc(CN2CCCC(COc3ccccc3C(=O)NC(C)C)C2)c(OC)c1 (stereo not drawn) | -6.9% | 3.0% | ? | 5.8% | 1.1 | -8.9% | -21.7%
CC1(C)CC(O)CC(C)(C)N1[O] | / | -10.2% | / | 9.9% | / | 3.1% | /
O=c1c2nc(-c3cccnc3)ccc2ncn1-c1ccc(F)cc1F | 2.2%[172 µM] | i | 70.8µM* | 3.3%[87.6 µM] | 20.5 | -18.1%[87.6 µM] | ?
CCCCNCc1ccc(OCC(O)CN2CCSCC2)c(OC)c1 (stereo not drawn) | 1.3% | i | -29.5% | -5.1% | 4.2 | ? | -23.5%
CCn1nccc1C(=O)N1CCC(Cc2nc(-c3ccccc3)n[nH]2)C1 (stereo not drawn) | 2.5% | i | -1.3% | -26.0% | -5.5 | -14.3% | ?
CCn1nccc1C(=O)N1C[C@@H](COC)[C@H](c2nc(C3CC3)no2)C1 | 3.1% | i | -4.9% | 5.8% | 2.8 | 2.4% | -7.5%
CCCN1CCN(c2ncnc3sc(C(=O)Nc4cccc(Cl)c4C)c(C)c23)CC1 | / | / | / | ? | 2.4 | -10.9% | /
CNC(=O)c1cc(C)nc2onc(C3CCN(C(=O)c4ccccc4C)CC3)c12 | / | / | -26.8% | / | -1.6 | / | -26.5%
O=C(Cc1ccccc1)N1CCCC1c1nc(CCOCC2CC2)no1 (stereo not drawn) | 0.0% | 3.8% | -25.7% | 14.6% | 6.3 | 4.4% | 0.3%
CCC12CN3CC(CC)(CN(C1)C3c1cccc(OC)c1O)C2=O (stereo not drawn) | / | / | / | -5.9% | -2.0 | 1.8% | /
COCCN[C@@H]1C[C@@H]2c3[nH]c4ccccc4c3C[C@@H](C(=O)OC)N2[C@H](c2ccc(F)c(F)c2)C1 | -5.0% | -7.9% | 22.4µM* | 2.7% | -1.5 | -7.6% | 25.1µM*
COc1ccc(Cl)cc1-c1ccc2c(c1)C(=O)N1CCN(C(=O)CC(C)(C)C)C[C@@H]1C(=O)N2 | -4.6% | 0.9% | ? | 8.3% | 5.1 | 1.3% | -25.3%
O=C(Nc1ccc(F)cc1)C1CCN(c2cc(C(F)(F)F)ncn2)CC1 | -0.5% | i | -30.4% | -9.6% | 7.8 | -0.8% | -32.7%
CO[C@H]1C(=O)N(C(C)C)[C@H]1C1CCN(S(=O)(=O)c2cccc(F)c2)CC1 | -8.7% | i | 2.7% | -3.3% | 21.1 | -1.8% | -18.1%
COc1ccc(C(=O)N2CCCC3(C2)NC(=O)N(Cc2cccc(Cl)c2)C3=O)cc1F (stereo not drawn) | -1.4% | i | ? | -8.9% | 8.8 | 1.5% | -20.7%
